TRPM1 prom inh: MITF TRPM1 promoter inhibition in SK-MEL-5 cells; inhibition, % at 12.5 µM; 330,000 compounds, 0.83% hits; SK-MEL-5 TRPM1 promoter luciferase, 24 h;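 active = mean inhibition across replicates of 60% or more, whatever share of single replicates reaches that level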; note: values of inactives mirror those of a sister screen read the other way
TWEAK-Fn14 inh: TWEAK-Fn14 signaling inhibition; TWEAK-stimulated Fn14 reporter cells, luciferase luminescence, 8 h; inhibition, % at 10 µM; 360,000 compounds, 2% hits; AID 1159606; in the data active = inhibition above about 50%
CF NFkB block: inhibitors of cystic fibrosis induced NF-kB; KKLEB NF-kB-GFP reporter, PAF-induced, GFP fluorescence overnight; inhibition, % at 5 µM; 360,000 compounds, 0.86% hits;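 active = at least 50% inhibition at 5 µM, scaled per plate between neutral and stimulator controls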;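 note: PAF is a Pseudomonas aeruginosa culture filtrate used as stimulus; plate controls were PAF-stimulated DMSO wells for no effect and unstimulated DMSO wells for full effect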
HIF-2a inh: blocks HIF-2a reporter activity | 786-0 RCC cells HIF-2a reporter, luciferase luminescence, overnight | inhibition, % at 18.8 µM | 360,000 compounds, 0.72% hits | AID 624352;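 active = inhibition of the luminescence signal of 40% or more relative to plate controls, in a single-dose primary screen at 18.75 µM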
NR2E3 ag-1: agonists of human NR2E3 nuclear receptor | Q9Y5X4 | CHO-S Gal4-NCOR/VP16-NR2E3 two-hybrid, luciferase | inhibition of corepressor binding, % at 3.98 µM | 360,000 compounds, 0.35% hits | AID 602229;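 active = inhibition above the mean of all tested compounds plus 3 SD, cut at about 70% in these data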;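 note: 0% = DMSO with NR2E3 transfected cells and 100% = cells lacking NR2E3 construct; higher means lower luciferase signal from less NR2E3 corepressor binding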
Target sequence (Q9Y5X4 whole entry, looked up, the tested form may be a part): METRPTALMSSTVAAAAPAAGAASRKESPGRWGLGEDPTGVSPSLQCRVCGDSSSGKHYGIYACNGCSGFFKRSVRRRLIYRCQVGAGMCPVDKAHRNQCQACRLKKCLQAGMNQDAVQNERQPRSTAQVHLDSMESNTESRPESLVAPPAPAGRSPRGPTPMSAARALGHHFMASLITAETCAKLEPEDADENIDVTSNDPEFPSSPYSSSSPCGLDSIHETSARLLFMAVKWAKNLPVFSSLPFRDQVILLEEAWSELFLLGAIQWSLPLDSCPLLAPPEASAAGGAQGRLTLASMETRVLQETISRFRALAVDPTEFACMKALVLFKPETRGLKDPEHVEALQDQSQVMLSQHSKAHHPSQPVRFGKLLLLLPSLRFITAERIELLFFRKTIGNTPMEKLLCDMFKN
aDG glyco act: alpha-DG glycosylation activation; 360,000 compounds, 0.22% hits; activation, % at 10 µM; Pro5-aDG cells, alpha-DG glycosylation AlphaScreen (IIH6); 0% Pro5, 100% B10-LARGE cell signal;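 active = activation of at least 8% versus controls, or a plate z-score of at least 8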;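 note: Pro5 are CHO cells carrying HIG-tagged alpha-DG that lacks glycosylation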
Peg3 prom inh: Peg3 promoter activity inhibition; HeLa PEG-Prom luciferase reporter, luminescence, overnight; inhibition, % at 20 µM; 360,000 compounds, 1.7% hits; AID 588405;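 active = inhibition of at least 50% at 20 µM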
Shn3 inh set2: inhibitors of Schnurri-3 3'UTR reporter in osteoblasts; Clone20 osteoblast Shn3 3'UTR firefly luciferase, 24 h; AID 588674; inhibition, % at 12.5 µM; 360,000 compounds, 0.52% hits;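 active = mean inhibition of at least 75% with every replicate also reaching 75%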;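 note: 0% = median of neutral control wells and 100% = pilot-screen positive control compound; some compounds past the cut are filed as inactive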
iPSC survival up: hiPSC single-cell survival enhancement; ATPlite luminescence; 100% = ROCK inhibitor wells, 0% = DMSO; survival enhancement, % at 20 µM; 360,000 compounds, 0.044% hits; AID 602274; in the data active = survival enhancement above about 18%;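 note: cells exposed to compounds for 16 hours before the ATP read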
KKLEB cytotox: CF airway cell cytotoxicity counter-screen; KKLEB CF airway cells viability, ATPlite luminescence, overnight; stronger effect = lower value; cells stimulated with P. aeruginosa culture filtrate; activity change (cytotoxicity), % at 5 µM; 360,000 compounds, 0.36% hits;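 active = corrected activity change at or below -50% at 5 µM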
NR2E3 ag-2: activates human photoreceptor nuclear receptor NR2E3; Q9Y5X4; GST-NR2E3/biotin-RetCOR TR-FRET, 1536-well; inhibition of corepressor binding, % at 4.78 µM; 320,000 compounds, 0.12% hits; AID 2300;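 active = percent inhibition above the cutoff of mean plus 3 SD of all tested compounds, set per screening campaign, cut at about 20% in these data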;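 note: 0% = DMSO wells and 100% = biotin wells as full block of FRET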
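Test system: GST-NR2E3 and biotin-RetCOR proteins | Quantity: 1.35 nM GST-tagged NR2E3 final | Medium: Tris pH 7.5 | Also added: 7 nM biotin-RetCOR | Dosing: Compound at 4.8 µM, single dose | Timing: 5 h at 4 °C | Detection: Time-resolved FRET | Read-out basis: Percent inhibition | Benchmarks: Biotin wells as high control, 0.6% DMSO wells as low control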
* = called active by the depositor.

Screening CCc1ccc(CCC(=O)Nc2ccc(C)cc2C)o1 returned TRPM1 prom inh 1, TWEAK-Fn14 inh -12, CF NFkB block 15, HIF-2a inh -26, NR2E3 ag-1 4, aDG glyco act 0.0, Peg3 prom inh 12, Shn3 inh set2 -15, iPSC survival up 2.0, KKLEB cytotox -20 and NR2E3 ag-2 5.
CC(=O)c1c(C)[nH]c(C(=O)CSc2nnc(N)s2)c1C was read as TRPM1 prom inh -24, TWEAK-Fn14 inh -17, CF NFkB block -25, HIF-2a inh -38, NR2E3 ag-1 0, aDG glyco act -0.2, Peg3 prom inh -31, Shn3 inh set2 -11, iPSC survival up -1.3, KKLEB cytotox -6 and NR2E3 ag-2 2.
Screening C[C@@H]1CN([C@@H](C)CO)C(=O)CCCn2cc(nn2)CO[C@H]1CN(C)C(=O)Oc1ccccc1 returned TWEAK-Fn14 inh 5, CF NFkB block -15, HIF-2a inh 7, NR2E3 ag-1 -25, aDG glyco act 0.0, Peg3 prom inh -11, Shn3 inh set2 -3, iPSC survival up 2.6 and KKLEB cytotox 15.
CCN1c2ccccc2-c2nc3ccccc3n2C1c1cccnc1 (stereo not drawn) was read as TRPM1 prom inh 3, TWEAK-Fn14 inh -14, CF NFkB block -14, HIF-2a inh 15, NR2E3 ag-1 8, aDG glyco act 0.0, Peg3 prom inh 4, Shn3 inh set2 -3, iPSC survival up -1.6, KKLEB cytotox -2 and NR2E3 ag-2 1.
O=C(CCN=C1NS(=O)(=O)c2ccccc21)OCC(=O)c1ccc(F)cc1 was read as TRPM1 prom inh 2, TWEAK-Fn14 inh -1, CF NFkB block -30, HIF-2a inh -2, NR2E3 ag-1 -29, aDG glyco act -0.3, Peg3 prom inh 4, Shn3 inh set2 -9, iPSC survival up -0.6, KKLEB cytotox 10 and NR2E3 ag-2 -3.
CC(=O)N(c1nc(/C=C\C(=O)O)cs1)c1ccccc1F was read as TRPM1 prom inh 5, TWEAK-Fn14 inh -7, CF NFkB block 7, HIF-2a inh 9, NR2E3 ag-1 -14, aDG glyco act 0.1, Peg3 prom inh -1, Shn3 inh set2 -9, iPSC survival up -0.1, KKLEB cytotox 0 and NR2E3 ag-2 -1.
`Cc1ccccc1N(C(=O)CCC(=O)Nc1ccccn1)C(C(=O)NC(C)C)c1ccc(F)cc1` (stereo not drawn) gave TRPM1 prom inh -7, TWEAK-Fn14 inh 43, CF NFkB block 4, HIF-2a inh 20, NR2E3 ag-1 -23, aDG glyco act 0.0, Peg3 prom inh 17, Shn3 inh set2 7, iPSC survival up -0.5, KKLEB cytotox 9 and NR2E3 ag-2 2.
Screening CC(C)(C)c1ccc(OCCNCc2ccccc2)cc1 returned TRPM1 prom inh -2, TWEAK-Fn14 inh -19, CF NFkB block 14, HIF-2a inh -41, NR2E3 ag-1 -15, aDG glyco act 0.3, Peg3 prom inh -27, Shn3 inh set2 23, iPSC survival up 0.7, KKLEB cytotox 1 and NR2E3 ag-2 2.
For CCCCn1c(N)c(N(C)C(=O)c2cn(-c3ccccc3)nc2-c2ccccc2)c(=O)[nH]c1=O the results were TRPM1 prom inh -2, TWEAK-Fn14 inh 19, CF NFkB block 5, HIF-2a inh 11, NR2E3 ag-1 6, aDG glyco act 0.0, Peg3 prom inh 0, Shn3 inh set2 -2, iPSC survival up 0.2, KKLEB cytotox 14 and NR2E3 ag-2 3.
`O=C(Cn1nc(-c2ccco2)ccc1=O)Nc1cc(C(F)(F)F)ccc1Cl` gave TRPM1 prom inh -3, TWEAK-Fn14 inh -13, CF NFkB block -26, HIF-2a inh 3, NR2E3 ag-1 -19, aDG glyco act 0.6, Peg3 prom inh -4, Shn3 inh set2 16, iPSC survival up 0.5, KKLEB cytotox 17 and NR2E3 ag-2 1.
For CC(C)(O)C(=O)NNC(=S)NCc1ccco1 the results were TRPM1 prom inh 0, TWEAK-Fn14 inh -3, CF NFkB block 0, HIF-2a inh 1, NR2E3 ag-1 -5, aDG glyco act 1.0, Peg3 prom inh 10, Shn3 inh set2 0, iPSC survival up 1.6, KKLEB cytotox 1 and NR2E3 ag-2 1.
COc1ccc2c(CN(Cc3ccccc3)Cc3ccccc3)cc(=O)oc2c1 was read as TWEAK-Fn14 inh 5, CF NFkB block 15, HIF-2a inh -24, NR2E3 ag-1 6, aDG glyco act 0.3, Peg3 prom inh -39, Shn3 inh set2 3, iPSC survival up 0.5 and KKLEB cytotox -9.
Screening CC(/C=C/c1ccc(Cl)o1)=C\C(=O)O returned TRPM1 prom inh 15, TWEAK-Fn14 inh -3, CF NFkB block 6, HIF-2a inh 6, NR2E3 ag-1 -5, aDG glyco act -0.5, Peg3 prom inh 2, Shn3 inh set2 -6, iPSC survival up -0.8, KKLEB cytotox 4 and NR2E3 ag-2 3.
For CCOC(=O)NCN1C(=O)C2C3C=CC(C3)C2C1=O (stereo not drawn) the results were TRPM1 prom inh -12, TWEAK-Fn14 inh -11, CF NFkB block -5, HIF-2a inh 4, NR2E3 ag-1 -14, aDG glyco act -0.1, Peg3 prom inh 7, Shn3 inh set2 1, iPSC survival up -1.0, KKLEB cytotox -2 and NR2E3 ag-2 6.
Screening CN(CCC#N)C(=O)COC(=O)c1ccc(Cl)c(S(=O)(=O)N(C)c2ccccc2)c1 returned TRPM1 prom inh -18, TWEAK-Fn14 inh 5, CF NFkB block -6, HIF-2a inh 20, NR2E3 ag-1 -29, aDG glyco act -0.5, Peg3 prom inh 21, Shn3 inh set2 -10, iPSC survival up 1.6, KKLEB cytotox -2 and NR2E3 ag-2 -3.
CCCOC(=O)CCn1c(=S)oc2ccccc21 was read as TRPM1 prom inh -9, TWEAK-Fn14 inh -12, CF NFkB block 0, HIF-2a inh -28, NR2E3 ag-1 -13, aDG glyco act 0.0, Peg3 prom inh -25, Shn3 inh set2 -7, iPSC survival up -0.2, KKLEB cytotox 2 and NR2E3 ag-2 2.
CC1CCCC12NC(=O)NC2=O (stereo not drawn) was read as TRPM1 prom inh 0, TWEAK-Fn14 inh 9, CF NFkB block -12, HIF-2a inh 0, NR2E3 ag-1 -4, aDG glyco act -0.1, Peg3 prom inh 20, Shn3 inh set2 -3, iPSC survival up -0.8 and KKLEB cytotox 8.
COc1ccc(-n2cnnc2SCC(=O)Nc2cccnc2Cl)cc1 was read as TRPM1 prom inh -8, TWEAK-Fn14 inh 15, CF NFkB block -12, HIF-2a inh 7, NR2E3 ag-1 -6, aDG glyco act 0.6, Peg3 prom inh 17, Shn3 inh set2 -11, iPSC survival up -0.8, KKLEB cytotox 5 and NR2E3 ag-2 1.
`C/C(=N\NC(=O)CNC(=O)C1COc2ccccc2O1)c1ccc(Cl)cc1` (stereo not drawn) gave TRPM1 prom inh 8, TWEAK-Fn14 inh 3, CF NFkB block -15, HIF-2a inh -19, NR2E3 ag-1 3, aDG glyco act -0.1, Peg3 prom inh 8, Shn3 inh set2 -6, iPSC survival up 0.1, KKLEB cytotox -5 and NR2E3 ag-2 3.
`CCOC(=O)CNC(=O)c1ccc2c(c1)OCCO2` gave TRPM1 prom inh -49, TWEAK-Fn14 inh 14, CF NFkB block 2, HIF-2a inh -120, NR2E3 ag-1 -62, aDG glyco act -0.2, Peg3 prom inh -112, Shn3 inh set2 -16, iPSC survival up -1.3, KKLEB cytotox -7 and NR2E3 ag-2 0.
For CC(C)c1ccc(-n2nnnc2SCc2nc(N)nc(N)n2)cc1 the results were TWEAK-Fn14 inh 19, CF NFkB block -3, HIF-2a inh 1, NR2E3 ag-1 10, aDG glyco act 0.1, Peg3 prom inh -2, Shn3 inh set2 7, iPSC survival up -0.8 and KKLEB cytotox 3.
For CS(=O)(=O)N1CCCC(C(=O)Nc2ccc(F)c(F)c2)C1 (stereo not drawn) the results were TRPM1 prom inh 8, TWEAK-Fn14 inh 2, CF NFkB block 7, HIF-2a inh 13, NR2E3 ag-1 -10, aDG glyco act -0.4, Peg3 prom inh 1, Shn3 inh set2 7, iPSC survival up 0.0, KKLEB cytotox -7 and NR2E3 ag-2 3.
For CN1CCN(c2nc(-c3ccc(Cl)c(Cl)c3)nc3ccccc23)CC1 the results were TRPM1 prom inh -2, TWEAK-Fn14 inh -18, CF NFkB block -8, HIF-2a inh -9, NR2E3 ag-1 -18, aDG glyco act 0.1, Peg3 prom inh -8, Shn3 inh set2 21, iPSC survival up -0.4, KKLEB cytotox -2 and NR2E3 ag-2 3.
Screening O=C(CN1CCCC1=O)NC1CCCc2c1cnn2-c1cc(F)cc(F)c1 (stereo not drawn) returned TRPM1 prom inh -23, TWEAK-Fn14 inh -21, CF NFkB block -18, HIF-2a inh -85, NR2E3 ag-1 -23, aDG glyco act 0.2, Peg3 prom inh -93, Shn3 inh set2 -14, iPSC survival up 0.3, KKLEB cytotox -8 and NR2E3 ag-2 0.
`Cc1ccc(-c2n[nH]c(=S)n2/N=C/c2sccc2C)cc1` gave TRPM1 prom inh 8, TWEAK-Fn14 inh -12, CF NFkB block 3, HIF-2a inh 3, NR2E3 ag-1 1, aDG glyco act -0.2, Peg3 prom inh 15, Shn3 inh set2 -5, iPSC survival up -0.4, KKLEB cytotox 5 and NR2E3 ag-2 -2.
Screening Cc1cccc(C(=O)Nc2ccccc2NC(=O)c2cccc(C)c2)c1 returned TRPM1 prom inh 1, TWEAK-Fn14 inh -20, CF NFkB block -9, HIF-2a inh 21, NR2E3 ag-1 10, aDG glyco act 0.0, Peg3 prom inh 29, Shn3 inh set2 8, iPSC survival up -0.1 and KKLEB cytotox 3.
For Cc1nc2c(-c3ccc(Cl)cc3)c(C)[nH]n2c(=O)c1Cc1ccccc1 the results were TRPM1 prom inh 39, TWEAK-Fn14 inh 40, CF NFkB block 16, HIF-2a inh -22, NR2E3 ag-1 88*, aDG glyco act 12*, Peg3 prom inh 59*, Shn3 inh set2 38, iPSC survival up 1.1, KKLEB cytotox -11 and NR2E3 ag-2 1.
For Cc1c2c(n3c(nc4ccccc43)c1C#N)N(CCN1CCOCC1)CC2 the results were TRPM1 prom inh 8, TWEAK-Fn14 inh 20, CF NFkB block -17, HIF-2a inh 1, NR2E3 ag-1 5, aDG glyco act 0.0, Peg3 prom inh -4, Shn3 inh set2 4, iPSC survival up -0.6, KKLEB cytotox -14 and NR2E3 ag-2 -5.

Pulled by compound from above (2):
`Cc1ccc(-c2n[nH]c(=S)n2/N=C/c2sccc2C)cc1` gave TRPM1 prom inh 8, TWEAK-Fn14 inh -12, CF NFkB block 3, HIF-2a inh 3, NR2E3 ag-1 1, aDG glyco act -0.2, Peg3 prom inh 15, Shn3 inh set2 -5, iPSC survival up -0.4, KKLEB cytotox 5 and NR2E3 ag-2 -2.
For Cc1c2c(n3c(nc4ccccc43)c1C#N)N(CCN1CCOCC1)CC2 the results were TRPM1 prom inh 8, TWEAK-Fn14 inh 20, CF NFkB block -17, HIF-2a inh 1, NR2E3 ag-1 5, aDG glyco act 0.0, Peg3 prom inh -4, Shn3 inh set2 4, iPSC survival up -0.6, KKLEB cytotox -14 and NR2E3 ag-2 -5.

Screening results (PubChem BioAssay)

Random draw from the library; any-hit rate near 4.4%.
